ALOX12 inhib: 12-hLO (ALOX12) enzyme inhibition. P18054. purified 12-hLO, xylenol orange hydroperoxide absorbance. Potency, µM (series often up to 57.1 µM), without a hit: at the highest dose activity change, negative = inhibition, hits mostly inhibitors. 150,000 compounds, 0.12% hits. AID 1452; further: potency means the concentration at half of the fitted maximal effect; nearly all actives have a fitted effect of over 55% in size; many of its hits are not listed in these tables
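Hydroperoxide formation by human 12-lipoxygenase from 40 uM arachidonic acid was followed colorimetrically via ferric-xylenol orange complex, using the 573/405 nm absorbance ratio. Enzyme concentration was 150 nM, with 30 min reaction at room temperature.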
IMPase inh: membrane-permeable compound that blocks inositol monophosphatase | CHO-M1 cells, IP1 accumulation, HTRF TR-FRET ratio | inhibition (IP1 accumulation), % at 46.1 µM | 120,000 tested, under 10 active | AID 901; active means well fitted curve in the direction sought with a large enough effect in the signal ratio, not every such curve was filed as active; inconclusive means small, poorly fitted or top-dose-only effect, or a change in a side signal; inactive means no such curve, though single readings can be large or run the other way; the % refers to the signal ratio;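 further: cells stimulated with carbachol in lithium chloride buffer; plate controls were DMSO basal wells for no effect and reference inhibitor wells for full effect; higher means more IMPase inhibition seen as more IP1 and lower FRET ratio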
Target sequence (P97697 whole entry, looked up): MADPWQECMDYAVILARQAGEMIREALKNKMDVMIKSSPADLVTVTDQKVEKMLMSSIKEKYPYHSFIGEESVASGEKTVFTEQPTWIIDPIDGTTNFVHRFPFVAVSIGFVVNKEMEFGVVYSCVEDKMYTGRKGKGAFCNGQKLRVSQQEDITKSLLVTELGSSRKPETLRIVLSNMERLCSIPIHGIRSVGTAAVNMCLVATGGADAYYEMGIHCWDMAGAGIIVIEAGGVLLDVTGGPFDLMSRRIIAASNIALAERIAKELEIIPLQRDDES
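The IP-One HTRF competitive assay in carbachol-stimulated CHO-M1 cells quantifies cellular IP1. Compounds spanned up to 46 uM final, and activity is expressed as AC50 from concentration-response fits of the ratio and donor data.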
ALOX15B inhib: blocks human 15-lipoxygenase 2 activity | AID 881 | O15296 | purified 15hLO-2, xylenol orange hydroperoxide absorbance | 110,000 compounds, 0.56% hits | Potency, µM (doses to about 57.1 µM), for inactives: at the top dose activity change, negative = inhibition, usual class: inhibitors; further: potency means the concentration at half of the fitted maximal effect; nearly all actives have a fitted effect of over 60% in size; many of its hits are not listed in these tables
Target sequence (O15296 whole entry, looked up): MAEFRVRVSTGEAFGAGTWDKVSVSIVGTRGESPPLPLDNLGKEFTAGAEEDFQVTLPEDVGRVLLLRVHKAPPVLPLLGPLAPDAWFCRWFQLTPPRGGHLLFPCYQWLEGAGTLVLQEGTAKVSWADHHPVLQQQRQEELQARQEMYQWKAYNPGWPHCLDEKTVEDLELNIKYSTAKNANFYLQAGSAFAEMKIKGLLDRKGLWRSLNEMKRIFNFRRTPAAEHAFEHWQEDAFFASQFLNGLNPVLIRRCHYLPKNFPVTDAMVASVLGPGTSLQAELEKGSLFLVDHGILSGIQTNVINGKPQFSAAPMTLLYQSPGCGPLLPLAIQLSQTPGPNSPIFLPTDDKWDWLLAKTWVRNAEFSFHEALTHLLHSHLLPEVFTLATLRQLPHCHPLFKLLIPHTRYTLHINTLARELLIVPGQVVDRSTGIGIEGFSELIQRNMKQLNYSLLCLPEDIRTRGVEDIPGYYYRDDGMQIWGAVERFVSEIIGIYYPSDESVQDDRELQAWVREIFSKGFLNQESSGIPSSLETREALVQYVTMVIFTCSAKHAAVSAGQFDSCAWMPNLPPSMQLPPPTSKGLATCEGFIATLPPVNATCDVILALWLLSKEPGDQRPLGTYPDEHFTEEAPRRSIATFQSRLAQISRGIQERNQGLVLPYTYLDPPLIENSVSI
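Read-out: hydroperoxide product oxidises ferrous iron, measured as xylenol orange complex via the 573-to-405 nm absorbance ratio after 30 min. Reaction: 50 nM enzyme, 15 min compound preincubation, 45 uM arachidonic acid, 90 min RT, Hepes pH 7.5 with Triton X-100.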
PNC inhibitor: perinucleolar compartment assembly inhibition. PC3M PTB-GFP, PNC prevalence imaging, 16 h; hits give low values. activity change (PNC), negative = inhibition, % at 10 µM. 140,000 compounds, 3.1% hits. AID 2417;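 active means readout at or below -70, meaning at least 70% loss of cells showing the perinucleolar compartment, a nuclear body marking cancer cells; inconclusive means readout between -30 and a set limit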;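 further: plate controls were DMSO wells for no effect and camptothecin positive control wells for full effect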
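Compounds are pinned in duplicate onto adhered PC3M cells stably expressing GFP-tagged PTB and incubated 16 h at 37 C. Cells are then fixed, nuclei stained with Hoechst, and PNC-positive cells counted.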
Active calls of the source: *; ? = inconclusive; / = not tested or not shown; [ ] = dose if it differs, or a comment. Unless noted, the call rests on the fitted dose curve; in most records, active means well fitted curve in the direction sought with a large enough effect; inconclusive means small, poorly fitted or top-dose-only effect, or another doubt; inactive means no such curve, though single readings can be large; an effect the other way counts as inactive or inconclusive. Unless noted, on the % scale 0 is the no-effect control and ±100 the full control effect. Some of the compounds tested, so the mix of outcomes need not match the whole.

#	ALOX12 inhib	IMPase inh	ALOX15B inhib	canonical_smiles	PNC inhibitor
1	3%	8	-1%	COc1ccc(Cc2nnc3c4cnn(C)c4ncn23)cc1	-86*
2	1%	4	0%	COc1ccccc1-c1cc(C(=O)NCc2ccc(Cl)cc2)no1	-15
3	2%	/	/	Cc1ccc(S(=O)(=O)N2CCN(CC(=O)Nc3ccc4c(c3)CCC4)CC2)cc1C	-29
4	0%	/	/	CC(=O)c1ccc(OCc2cc(=O)n3ccsc3n2)cc1	13
5	5%	-4	/	CNc1nc(C(=O)O)nc(N2CCOCC2)n1	7
6	-6%	-9	-11%	CCC(NC(=O)OC(C)(C)C)C(=O)Oc1ccc2c3c(c(=O)oc2c1)CCC3 (stereo not drawn)	17
7	-5%	?	/	Cc1ccc(NC(=O)/C=C/c2cccc(C(F)(F)F)c2)cc1	-26
8	-5%	3	/	COc1cc(NC(=O)COC(=O)CNC(=O)c2ccc(C)cc2)c(C)cc1[N+](=O)[O-]	20
9	-2%	-1	-17%	COc1ccc(/C=N\NC(=O)COc2ccccc2Cl)cc1Cn1nc(C)cc1C	?
10	-2%	/	/	Cc1ccc(S(=O)(=O)/N=C/N(C)C)cc1	-6
11	3%	-6	-6%	O=C(c1c(Cl)cccc1Cl)N1CCN(c2ccccn2)CC1	?
12	3%	4	1%	O=C(CN1C(=O)NC2(CCCc3ccccc32)C1=O)N1CCN(C(=O)c2ccco2)CC1 (stereo not drawn)	-28
13	4%	9	-8%	OCC1CCCN(Cc2ccc(-c3ccccc3)cc2)C1 (stereo not drawn)	41
14	-13%	16	-1%	CC1(c2ccc3noc(-c4ccc(Cl)cc4)c3c2)OCCO1	?
15	-3%	-2	-9%	Cc1cc2ccc(C)c(C)c2nc1SCC#N	?
16	6%	-1	-6%	CC(C)CC(c1nnnn1CCc1ccccc1)N1CCN(C(=O)c2ccco2)CC1 (stereo not drawn)	-15
17	0%	-10[1.84 µM]	-1%[11.4 µM]	Cc1nc2ccccc2c2c1C(=O)N(C)C2=O	9
18	-9%	10	1%	COc1ccccc1N1CCN(C(=O)C2c3ccccc3Oc3ccccc32)CC1	?
19	-4%	4	7%	Cc1ccc(N)c(C(O)(C(F)(F)F)C(F)(F)F)c1	?
20	-1%	-12	52%[activator]	COc1cc(CNC2CCCC2)cc(Cl)c1OCc1ccccc1Cl	56
21	-6%	0	8%	CCCn1nc(NC(=O)c2cccs2)c2cc3ccccc3nc21	3
22	-6%	-4	3%	Cc1ccc(-c2ccc(/C=N/c3ncn[nH]3)o2)cc1Cl	40
23	32%[activator]	/	30%	CC(Cc1ccc(O)c(O)c1)(NN)C(=O)O (stereo not drawn)	/
24	3%	2	2%	N=c1sccn1CC(=O)Nc1ccccc1Cc1ccccc1	?
25	-3%	/	/	Cc1nc2ccccc2n1CSc1ccccc1	?
26	2%	-9	-1%	Cc1ccc(S(=O)(=O)N(Cc2cc3cc4c(cc3[nH]c2=O)OCCO4)CC2CCCO2)cc1 (stereo not drawn)	38
27	-2%	-10	-2%[2.29 µM]	CCOC(=O)C1=C(CN2CCOCC2)NC(=O)NC1c1cc(C)ccc1C (stereo not drawn)	3
28	5%[11.4 µM]	/	-1%[11.4 µM]	C[C@@]1(C(=O)O)CCC[C@@H]1C(=O)O	/
29	3%	9	-12%	CCOc1cc2c(cc1OCC)C(C(=O)O)C(c1cc(Br)c(O)c(OC)c1)N(C)C2=O (stereo not drawn)	52
30	-6%	2	-10%	Cc1ccc(CSC2=CS(=O)(=O)c3ccccc3N2)cc1	26
31	0%	/	/	Cn1nc(N)c2c(-c3ccc(Cl)cc3)c(C#N)c(N)nc21	20
32	0%	16	/	Cc1cc(C)cc(NC(=O)Cn2c(-c3ccccc3Cl)nc3ccccc32)c1	37
33	-5%	/	/	COC(=O)CN1C(=S)N(c2ccc(Cl)cc2)C(=O)C1CC(=O)Nc1ccccc1 (stereo not drawn)	3
34	4%	/	/	CCOC(=O)c1nc(-c2ccc(OC)c(OC)c2)cnc1C#N	41
35	2%	/	/	CCC1CCCN1Cn1cnc2c([nH]c3ccc(Cl)cc32)c1=O (stereo not drawn)	11
36	6%[11.4 µM]	/	9%[11.4 µM]	O=C(O)[C@@H]1[C@@H]2O[C@H]([C@@H](Br)[C@H]2Br)[C@H]1C(=O)O	/
37	2%	3	-6%	Cc1ccc(-n2c([O-])nc(-[n+]3ccccc3)c2C=O)cc1	-7
38	-4%	5	67%[activator]	CCOC(=O)CCCNC(=O)CCCNC(=O)C(c1ccccc1)c1ccccc1	?
39	-1%[0.00818 µM]	/	9%[0.0915 µM]	C=CCC1CCCC(=O)N2CC[C@H](O)C12 (stereo partly drawn)	15
40	7%	-2	-4%	O=C(c1ccc(Cl)cc1)c1c[nH]c(C(=O)C(Cl)(Cl)Cl)c1	-13
41	5%	8	-2%	CC1Cc2ccccc2N1CC(=O)Nc1ccc2c(c1)OCO2 (stereo not drawn)	-7
42	-7%	4[20.6 µM]	-8%	C=C(CC)C(=O)c1ccc(OCC(=O)O)c(Cl)c1Cl	77
43	0%	4	13%	COc1ccc(OCCn2c(=N)n(CCO)c3ccccc32)cc1	-6
44	-1%	-8	9%	O=C(CN1CCCCC1)Nc1cccc(Br)c1	34
45	1%	6	/	CCN(CC(=O)Nc1ccc(NC(C)=O)cc1)C(=O)/C=C/c1cccs1	-21
46	3%	/	/	COc1ccc(NC(=O)CSCc2ccccc2C)cc1	-2
47	-3%	/	/	CC(Sc1nnc(NCc2ccccc2)s1)C(=O)Nc1ccc2c(c1)C(=O)c1ccccc1C2=O (stereo not drawn)	-24
48	-2%	/	/	Cc1ccc(NC(=O)C2C3CCCC2C3c2ccccc2)c(C)c1 (stereo not drawn)	-8
49	-3%	?	/	Cc1nn(-c2ccc(F)cc2)c2sc(C(=O)O)cc12	25
50	-8%	7	3%	COc1ccc(N2CCN(c3oc(-c4ccco4)nc3C#N)CC2)cc1	32
51	0%	/	/	CC12CCC(C/C1=N\N=C1\NC(=O)/C(=C\c3cccc(Br)c3)S1)C2(C)C (stereo not drawn)	?
52	-3%	/	/	O=C(CNc1ccc2ccccc2c1)N/N=C/c1ccc([N+](=O)[O-])o1	1
53	-11%	5	-7%	COc1ccc2c(CC(=O)OCC(=O)N3CCc4ccccc43)coc2c1	?
54	-6%	8	-1%	COc1ccccc1NC(=O)C(CCS(C)(=O)=O)N1C(=O)c2ccccc2C1=O (stereo not drawn)	-16
55	1%	-9	-7%	CC(C)(C)c1[nH]nc2c1C(c1cccnc1)C(C#N)=C(N)O2 (stereo not drawn)	?
56	1%	/	/	NC(=S)N=Nc1c(O)n(Cc2ccccc2)c2ccccc12	-100*

Next compounds follow:
#	ALOX12 inhib	IMPase inh	ALOX15B inhib	canonical_smiles	PNC inhibitor
57	-2%	/	/	O=C(Nc1nc2ccc(F)cc2s1)c1cccc(S(=O)(=O)N2CCc3ccccc32)c1	31
58	1%	-3	-5%	COc1ccc(N2CCN(C(=O)CSc3ncnc4c3cnn4-c3ccccc3C)CC2)cc1	-12
59	-8%	3	2%	O=C(OCC(=O)N1CCN(C(=O)c2ccco2)CC1)c1ccccc1Cc1ccccc1	?
60	-7%	/	/	COc1ccc(Cl)cc1NC(=S)N(CCCN1CCOCC1)Cc1cn(C)c2ccccc12	?
61	-2%	-4	/	NNC(=O)c1cc2ccccc2cc1O	18
62	-3%	-1	-5%	NS(=O)(=O)c1ccc(NC(=O)CN2CCCCC2)cc1	-83*
63	-3%	5	60%[activator]	N=c1c2c(-c3ccccc3)c(-c3ccccc3)n(Cc3ccccc3)c2ncn1CCCn1ccnc1	-98*
64	-1%	-6	/	Cc1nc(NC(=O)/C=C/c2ccc(Cl)cc2Cl)sc1C(=O)N(C)C	0
65	0%	2	-2%	Cc1ccc(-n2nnnc2Sc2nc([N+](=O)[O-])nn2C)cc1C	-24
66	4%	2	1%	COC(=O)[C@H](C)NC(=O)Nc1cc(OC)ccc1OC	?
67	-6%	1	-1%	c1ccc(-c2nc(Sc3ncnc4c3cnn4-c3ccccc3)n[nH]2)cc1	3
68	4%	/	33%[activator]	CS(=O)(=O)N1CCC2(CC1)CN(Cc1cc(C(F)(F)F)cc(C(F)(F)F)c1)C2	/
69	-6%	-13	?	Cc1ccc(Nc2c(-c3ccc(C)o3)nc3cnccn23)cc1	-29
70	2%	3	/	CCOc1ccc(NC(=O)CCSc2ccc(C)cc2)cc1	12
71	-1%	5	7%	COCCn1c(SCC(=O)NCc2cccs2)nnc1-c1ccc(OC)cc1	7
72	8%	8	5%[2.29 µM]	COC(=O)C1=C(CN2CCN(C)CC2)NC(=O)NC1c1cc(C)ccc1C (stereo not drawn)	?
73	5%	-3	/	CN(CC(=O)Nc1ccccc1Cl)C(=O)CSc1nc2ccccc2s1	6
74	-5%	6	0%	CC(C)(C(N)=O)N1CCN(c2ncc(C(F)(F)F)cc2Cl)CC1	?
75	1%	0	7%	Cc1cc(C)c2c(n1)nn1c(N3CCN(c4ccccc4)CC3)cc(C)nc21	85
76	-4%	5	0%	CC(=O)c1ccc(OC(=O)c2cccs2)cc1	29
77	-12%	-27	2%	CCN(CC)c1ccc(-c2c(C#N)c(N)nc(OC)c2C#N)cc1	15
78	-3%	1[1.84 µM]	11%[11.4 µM]	CCOc1ccc(-c2nnc(-c3ccccc3)n2-c2ccccc2)cc1	-5
79	-2%	-6	2%	c1ccc(-n2ncc3c(NCc4ccccn4)ncnc32)cc1	19
80	-1%	5	0%	Nc1nnc(SCCOc2ccc(Br)cc2)s1	31
81	-2%	1	14%	COc1ccccc1NC(=O)N(Cc1ccco1)Cc1cc2cccc(C)c2[nH]c1=O	?
82	-1%	/	/	Cc1ccc(NC(=O)C2C(=O)N(CCO)C3(C)CC2c2ccccc2O3)cc1 (stereo not drawn)	-7
83	-6%	-1	4%	CSc1nc(Oc2ccc(F)cc2F)cc(C(F)(F)F)n1	43
84	0%	/	/	Cc1ccc2nc(/C(C#N)=C\c3ccc(Oc4ccc(C(F)(F)F)cc4[N+](=O)[O-])cc3)[nH]c2c1	-9
85	-2%	1	13%	CCc1nc(N2CCCC2C(=O)O)c2oc3ccccc3c2n1 (stereo not drawn)	-12
86	-17%	0	4%	C/C(=N\N=C(/N)SC1CC(=O)N(c2cccc(Cl)c2)C1=O)c1cccs1 (stereo not drawn)	-12
87	-3%	-1	0%	CC1CCc2cc(F)ccc2N1C(=O)CSc1nnc(-c2cccs2)n1C (stereo not drawn)	-27

Source: PubChem BioAssay
